High-throughput results deposited in PubChem BioAssay by several laboratories.
NPY1 pot ag: potentiators or agonists of human neuropeptide Y receptor Y1 | P25929 | NPY-Y1 expressing cells, potentiator/agonist activation | activation, % at 3.6 µM | hit rate 0.37% among 220,000 | AID 1304; in the data active = activation above about 33%, passing the limit was not always enough;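 also: cells stimulated with NPY at EC10 then isoproterenol at EC100; 0% = low agonist plus stimulus and 100% = saturating agonist plus stimulus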
EP2 modulator: modulators of human EP2 prostaglandin E2 receptor | P43116 | EP2-expressing cells, cAMP HTRF FRET, PGE2 co-stimulation | induction, % at 25 µM | hit rate 0.83% among 260,000 | AID 940;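 active = compounds whose cAMP rise, as percent of the full-agonist control response, exceeds 60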;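 also: rat C6 glioma line stably carrying human EP2 under a CMV promoter; the protocol text gives 20 µM as final concentration; 100% = response of wells given 1 µM PGE2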
Target sequence (P43116 whole entry, looked up): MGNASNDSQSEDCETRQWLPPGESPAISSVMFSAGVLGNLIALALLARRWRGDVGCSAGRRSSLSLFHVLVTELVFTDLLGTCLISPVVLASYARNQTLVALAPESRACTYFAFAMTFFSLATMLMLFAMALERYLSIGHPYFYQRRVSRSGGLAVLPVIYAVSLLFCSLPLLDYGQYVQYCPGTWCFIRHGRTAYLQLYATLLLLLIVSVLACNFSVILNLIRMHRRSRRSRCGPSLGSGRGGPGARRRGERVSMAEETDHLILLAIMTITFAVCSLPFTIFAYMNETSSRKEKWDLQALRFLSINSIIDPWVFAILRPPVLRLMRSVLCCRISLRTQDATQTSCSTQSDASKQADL
14-3-3 Bad inh: disrupts binding of bovine 14-3-3 zeta to phospho-Bad peptide. TR-FRET 14-3-3zeta/Dy647-pBad peptide displacement, 1 h. P63103. inhibition, % at 21.7 µM. hit rate 0.71% among 220,000. AID 781;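 active = inhibition above about 70%, limit read from the data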;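 also: 0% = full 14-3-3 plus peptide FRET controls and 100% = background without 14-3-3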
Target sequence (P63103 whole entry, looked up): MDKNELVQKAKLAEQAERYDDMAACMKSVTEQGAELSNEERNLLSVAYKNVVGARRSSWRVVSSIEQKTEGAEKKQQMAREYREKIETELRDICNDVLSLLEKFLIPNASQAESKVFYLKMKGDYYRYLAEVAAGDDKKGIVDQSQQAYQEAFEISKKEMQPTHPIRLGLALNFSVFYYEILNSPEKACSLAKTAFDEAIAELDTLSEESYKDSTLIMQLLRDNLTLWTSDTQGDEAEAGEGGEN
PPC-1+TRAIL kill: compounds killing PPC-1 cancer cells with TRAIL present (potentiator screen, no TRAIL-free arm); AID 1443; PPC-1 cells + TRAIL, ATPLite viability luminescence; hit rate 0.41% among 220,000; cell killing (% activity), % at 4 µM;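 active = cell killing above 50% in the first pass at 4 µM, then a duplicate retest at 5 µM averaging 50% or more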;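 also: plate controls were cells with TRAIL plus DMSO for no effect and medium-only wells lacking cells for full effect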
TRPN1 ag: zebrafish TRPN1 (NompC) channel agonism; AID 1424; HEK293 zebrafish TRPN1-YFP, Fluo-8 calcium fluorescence; 100% = response to 87 µM carbachol; activation, % at 3 µM; hit rate 0.18% among 220,000;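 active = activation above its plate's cutoff, the mean activation of test wells on that plate plus 3 SD, cut at about 19% in these data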;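 also: 0% = DMSO alone and 100% = 87 µM carbachol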
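Material: zebrafish TRPN1-YFP in HEK293 cells; Doses: single test compound dose, 3 µM nominal, 0.3% DMSO; Timing: dye loading 1 h at 37 °C, then 30 min room temperature; Technique: intracellular calcium fluorescence with Fluo-8; Benchmarks: high carbachol 87 µM, low DMSO alone.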
NPY-Y1 antag: NPY-Y1 (human) receptor antagonism. inhibition, % at 3.6 µM. HEK293-CNG Y1 cells, membrane potential fluorescence; NPY at EC95, then isoproterenol. hit rate 1% among 200,000;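 active = inhibition above the campaign mean inhibition of all tested compounds plus 3 SD, cut at about 20% in these data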;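 also: 0% = DMSO wells given NPY plus isoproterenol and 100% = isoproterenol alone without NPY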
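Material: HEK293 cells with Y1 receptor plus CNG channel; times: compound incubation 1 h at room temperature, readout 45 min post-stimulation; signal: fluorescence, membrane potential probe; read-out basis: fluorescence ratio normalized to % inhibition between controls; benchmarks: full-block control isoproterenol-only wells, zero-block control NPY plus isoproterenol wells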
CHOP inhibitor: inhibitors of CHOP induction in ER stress response; CHO-K1 CHOP-promoter luciferase, tunicamycin-induced, 15-18 h; inhibition, % at 10 µM; hit rate 3.8% among 220,000;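 active = compounds that reduced the stress-induced luciferase reporter signal by more than about 70% of percent inhibition, limit read from the data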;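 also: 0% = tunicamycin plus vehicle and 100% = wells without tunicamycin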
TRPML3 ag: human mucolipin-3 channel agonism. Q8TDD5. HEK293 TRPML3-YFP, Fluo-8 calcium fluorescence; 100% = the carbachol control signal. activation, % at 3 µM. hit rate 0.29% among 220,000. AID 1448;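 active = activation above its plate's cutoff, the mean activation of the plate's test wells plus 3 SD, cut at about 12% in these data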;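 also: 0% = DMSO only wells and 100% = carbachol wells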
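Test system: HEK293 cells stably carrying human TRPML3-YFP; Doses: single dose, 3 µM final nominal compound, 0.3% DMSO final; Schedule: dye loading 1 h 37 °C then 30 min ambient, 125 s read; Technique: Fluo-8 calcium fluorescence; Benchmarks: high control carbachol 87 µM, low control DMSO.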
EP2 antag: blocks the human prostaglandin E2 receptor EP2 | hit rate 0.52% among 260,000 | C6 glioma cells expressing human EP2, cAMP TR-FRET; cells stimulated with saturating PGE2 | inhibition, % at 25 µM | AID 1422;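 active = percent inhibition above 40 after rounding to a whole number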;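 also: rat C6 glioma host cells with rolipram phosphodiesterase inhibitor present; the protocol text gives 20 µM as final concentration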
* marks the source's active call; other numbers are inactive results; nt = not tested or not shown; [ ] = remark or other dose. An excerpt; rates above refer to the full screens.

Codes: A = NPY1 pot ag; B = EP2 modulator; C = 14-3-3 Bad inh; D = PPC-1+TRAIL kill; E = TRPN1 ag; F = NPY-Y1 antag; G = CHOP inhibitor; H = TRPML3 ag; I = EP2 antag
1: Cn1c(-c2ccccc2)c(/C=N/NC(=O)c2cccnc2)c2ccccc21
  A: 12 | B: 18 | C: -7 | D: 14 | E: -2.8 | F: 7 | G: 48 | H: -1.0 | I: 6
2: Cc1nc(N2CCCCC2)c2c(C)c(C(=O)Nc3cccc(C(F)(F)F)c3)sc2n1
  A: -2 | B: 5 | C: 66 | D: 6 | E: 0.5 | F: 19 | G: 35 | H: 0.1 | I: 19
3: COC(=O)C1=C(C)NC(C)=C(C(=O)OC)C1C(=O)OCC(=O)Nc1ccc(C(C)=O)cc1
  A: 9 | B: -32 | C: -1 | D: 5 | E: -2.2 | F: -4 | G: -7 | H: 0.0 | I: 6
4: Cc1ccc(SCCNC(=O)c2ccc(C)c(S(=O)(=O)Nc3ccccc3C)c2)cc1
  A: 23 | B: -34 | C: 4 | D: -8 | E: -2.4 | F: 4 | G: 32 | H: 0.4 | I: 25
5: CC1(C)NC(=O)N(CC(O)COc2ccc(N3C(=O)c4ccccc4C3=O)cc2)C1=O (configuration not stated)
  A: -4 | B: -8 | C: 2 | D: -4 | E: 0.5 | F: -5 | G: 45 | H: 0.6 | I: 11
6: CCC1c2ccc(C)n2CCN1C(=O)Nc1ccccc1OC (configuration not stated)
  A: 4 | B: 2 | C: -1 | D: 8 | E: 0.4 | F: -1 | G: 7 | H: 0.0 | I: 11
7: COC(=O)C1(C)NC(c2cccs2)C2C(=O)N(c3ccc(F)cc3)C(=O)C21 (configuration not stated)
  A: -10 | B: 24 | C: 7[fluorescence artefact?] | D: 1 | E: 0.4 | F: 1 | G: 19 | H: -0.4 | I: 8
8: COc1cccc(-c2nnc(SCC(=O)NCc3ccc4c(c3)OCO4)n2Cc2ccco2)c1
  A: -39 | B: 36 | C: 4 | D: 18 | E: -3.5 | F: 15 | G: -7 | H: -1.1 | I: 14
9: Cc1cccc(C)c1-n1cccc1/C=C1/C(=N)N2C(=NC1=O)SN=C2S(C)(=O)=O
  A: -6 | B: -21 | C: 2 | D: 10 | E: -1.4 | F: 5 | G: 39 | H: -0.8 | I: 9
10: N#Cc1ccc(COC(=O)C2CCC(=O)N2)cc1 (configuration not stated)
  A: 22 | B: 22 | C: -5 | D: 5 | E: -0.7 | F: 6 | G: 69 | H: 0.7 | I: 22

Seven compounds from above, ordered by SMILES length, rising:
Codes: A = NPY1 pot ag; B = EP2 modulator; C = 14-3-3 Bad inh; D = PPC-1+TRAIL kill; E = TRPN1 ag; F = NPY-Y1 antag; G = CHOP inhibitor; H = TRPML3 ag; I = EP2 antag
10: N#Cc1ccc(COC(=O)C2CCC(=O)N2)cc1 (configuration not stated)
  A: 22 | B: 22 | C: -5 | D: 5 | E: -0.7 | F: 6 | G: 69 | H: 0.7 | I: 22
6: CCC1c2ccc(C)n2CCN1C(=O)Nc1ccccc1OC (configuration not stated)
  A: 4 | B: 2 | C: -1 | D: 8 | E: 0.4 | F: -1 | G: 7 | H: 0.0 | I: 11
1: Cn1c(-c2ccccc2)c(/C=N/NC(=O)c2cccnc2)c2ccccc21
  A: 12 | B: 18 | C: -7 | D: 14 | E: -2.8 | F: 7 | G: 48 | H: -1.0 | I: 6
2: Cc1nc(N2CCCCC2)c2c(C)c(C(=O)Nc3cccc(C(F)(F)F)c3)sc2n1
  A: -2 | B: 5 | C: 66 | D: 6 | E: 0.5 | F: 19 | G: 35 | H: 0.1 | I: 19
8: COc1cccc(-c2nnc(SCC(=O)NCc3ccc4c(c3)OCO4)n2Cc2ccco2)c1
  A: -39 | B: 36 | C: 4 | D: 18 | E: -3.5 | F: 15 | G: -7 | H: -1.1 | I: 14
9: Cc1cccc(C)c1-n1cccc1/C=C1/C(=N)N2C(=NC1=O)SN=C2S(C)(=O)=O
  A: -6 | B: -21 | C: 2 | D: 10 | E: -1.4 | F: 5 | G: 39 | H: -0.8 | I: 9
3: COC(=O)C1=C(C)NC(C)=C(C(=O)OC)C1C(=O)OCC(=O)Nc1ccc(C(C)=O)cc1
  A: 9 | B: -32 | C: -1 | D: 5 | E: -2.2 | F: -4 | G: -7 | H: 0.0 | I: 6

Structural class, the entries above containing a halogen (2)
Codes: A = NPY1 pot ag; B = EP2 modulator; C = 14-3-3 Bad inh; D = PPC-1+TRAIL kill; E = TRPN1 ag; F = NPY-Y1 antag; G = CHOP inhibitor; H = TRPML3 ag; I = EP2 antag
2: Cc1nc(N2CCCCC2)c2c(C)c(C(=O)Nc3cccc(C(F)(F)F)c3)sc2n1
  A: -2 | B: 5 | C: 66 | D: 6 | E: 0.5 | F: 19 | G: 35 | H: 0.1 | I: 19
7: COC(=O)C1(C)NC(c2cccs2)C2C(=O)N(c3ccc(F)cc3)C(=O)C21 (configuration not stated)
  A: -10 | B: 24 | C: 7[fluorescence artefact?] | D: 1 | E: 0.4 | F: 1 | G: 19 | H: -0.4 | I: 8

Continued:
Codes: A = NPY1 pot ag; B = EP2 modulator; C = 14-3-3 Bad inh; D = PPC-1+TRAIL kill; E = TRPN1 ag; F = NPY-Y1 antag; G = CHOP inhibitor; H = TRPML3 ag; I = EP2 antag
11: CCn1cnc2cc(NCc3nc4ccccc4n3Cc3ccccc3)ccc21
  A: -19 | B: 9 | C: -6 | D: 6 | E: -0.9 | F: -2 | G: 10 | H: -1.1 | I: 12
12: O=S(=O)(NC1CCCC1)c1cccc(-c2nnc(-c3ccccc3)o2)c1
  A: -12 | B: 6 | C: 4 | D: 17 | E: -0.1 | F: 6 | G: 36 | H: 0.0 | I: 4
13: O=C(Nc1ccon1)c1ccccc1F
  A: 4 | B: -5 | C: 5 | D: 9 | E: 0.8 | F: 4 | G: 53 | H: 0.6 | I: 7
14: COc1ccc(NC(=O)C2=C(C)Nc3ncnn3C2c2ccccc2C(F)(F)F)c(OC)c1 (configuration not stated)
  A: -7 | B: -3 | C: -4 | D: 19 | E: 0.6 | F: 0 | G: 12 | H: 0.1 | I: 16
15: O=C(O)CSc1nc2ccc(Cl)cc2[nH]1
  A: -41 | B: 24 | C: 0 | D: 28 | E: 1.4 | F: -1 | G: -14 | H: 0.5 | I: 3
16: Cc1cc(C)n2nc(SCc3cc(=O)oc4cc(O)ccc34)nc2n1
  A: -23 | B: 4 | C: 28 | D: 8 | E: -0.1 | F: 2 | G: 55 | H: -0.1 | I: 19
17: COc1ccc(/C=N/NC(=O)CNC(=O)COc2ccccc2)cc1
  A: -1 | B: 1 | C: 5 | D: 7 | E: -0.7 | F: -1 | G: 10 | H: -0.5 | I: 3
18: Cc1nnc(SCCN2CCOCC2)n1-c1cccc(Cl)c1
  A: 3 | B: 32 | C: 37[fluorescence artefact?] | D: 0 | E: 0.7 | F: 4 | G: 0 | H: 0.9 | I: 7
19: CC(Oc1ccc(Br)cc1)C(=O)Nn1c(=S)[nH]c2ncccc2c1=O (configuration not stated)
  A: 1 | B: 4 | C: 12[fluorescence artefact?] | D: 2 | E: 1.5 | F: -3 | G: -5 | H: 0.9 | I: 10
20: COc1ccc(/C=C/c2ccccc2)cc1[C@H]1[C@H]2C=CC[C@@H](C)[C@@H]2C(=O)N1Cc1ccccc1
  A: nt | B: 11 | C: 3 | D: -5 | E: nt | F: nt | G: -13 | H: nt | I: 7

(further entries)
Every second line gives: NPY1 pot ag	EP2 modulator	14-3-3 Bad inh	PPC-1+TRAIL kill	TRPN1 ag	NPY-Y1 antag	CHOP inhibitor	TRPML3 ag	EP2 antag
21) Nc1nc(-c2cccnc2)nc2sc3c(c12)CCCC3
    -2	-70	-4	49	1.4	-2	-6	1.4	9
22) CC(C)(C)NC(=O)C(c1ccco1)N(Cc1ccc2c(c1)OCO2)C(=O)Cn1nnc2ccccc21 (configuration not stated)
    -30	15	-14	23	0.4	1	10	-0.1	8
23) Cc1cccc(OCc2nnc(SCC(=O)N3CCN(C(=O)c4ccco4)CC3)n2C)c1C
    3	29	-11[fluorescence artefact?]	37	0.5	9	25	0.0	8
24) Cc1ccc(Cl)cc1OCC(=O)NCCOC(=O)Nc1sc(=S)n(C)c1C
    5	-36	-11[fluorescence artefact?]	19	1.1	3	32	-0.4	5
